# LDHA block: LDHA (human) enzyme inhibition; P00338; activity change, % (values are at about 110 or 230 µM); actives 0.15% (n = 480,000); AID 1347041; purified LDHA, NADH/diaphorase-resazurin fluorescence; hits give low values; in the data active = activity change below about -30%; inconclusive = mostly about -25% to -30%;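 note: plate controls were DMSO wells for no effect and wells without enzyme for full effect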
#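 Human LDH5 (2 nM) was incubated with 0.06 mM NADH and 0.2 mM pyruvate for 5 min at room temperature in Tris pH 7.4. Remaining NADH was coupled through diaphorase/resazurin, and resorufin fluorescence was read at 0 and 20 min.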
# ERG Ets-DNA blk: ERG Ets/DNA interaction inhibition | fluorescence polarization, His-ERG Ets domain / labelled DNA | actives 0.028% (n = 370,000) | P11308 | Potency, µM (doses to about 76.9 µM), for inactives: at the top dose FP activity, negative = inhibition, hits mostly inhibitors; active = well fitted inhibition curve with a large enough effect in the polarisation, with a control signal flat; inconclusive = small, poorly fitted or top-dose-only effect, or effect the other way, or a change in a side signal; inactive = no such curve, though single readings can be large or run the other way; the % refers to the polarisation;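 note: polarization taken with two DNA probes labelled with fluorescein and Texas red; potency is the fitted concentration of half-maximal effect; % of control where 0% means no effect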
#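 His-tagged ERG Ets domain (1 uM in the protein solution; 300mM KCl, 50mM Tris-HCl, 1mM EDTA, 1mM DTT, pH 7.5) received compound, then a probe mix of 5 nM fluorescein-DNA and 100nM Texas-615-DNA. Fluorescence polarization was read for both dyes.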
# GRP78 ERSR act: inducers of ER stress response in human glioma cells; U87-MG GRP78 promoter luciferase reporter, 16 h; Potency, µM, without a hit: at the top dose activation, usual class: activators; actives 0.02% (n = 420,000); AID 602332; note: potency is the fitted concentration of half-maximal effect; series mostly up to about 76 µM; % of control where 0% means no effect; nearly all actives have a fitted effect of over 35% in size
#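 Stably transfected U87-MG human glioma cells carrying a GRP78-based luminescent sensor were seeded at 1000 cells/well, pin-dosed with compounds and incubated 16 h. Luciferase reagent was then added, and end-point luminescence was read after 10 min at room temperature.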
# Vif-APOBEC3F blk: inhibitors of Vif-A3F interaction; HeLa A3F-eYFP + Vif (tagged APOBEC3F with the HIV-1 protein that degrades it), YFP fluorescence increase; Potency, µM (highest dose often 46.1 µM), inactives show at the top dose activity, negative = active; actives 0.2% (n = 390,000); AID 602313; note: potency is the fitted concentration of half-maximal effect; % of control where 0% means no effect; nearly all actives have a fitted effect of over 65% in size
#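 HeLa cells stably expressing A3F-eYFP plus Vif, plated and incubated overnight at 37 deg C, then exposed to compounds overnight at 37 deg C. Blocked degradation read as raised yellow fluorescence (Ex 488/Em 500-530).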
# ALOX12 inh: inhibitors of human 12S-lipoxygenase ALOX12; P18054; purified 12hLO, xylenol orange hydroperoxide absorbance; Potency, µM (series often up to 108 µM), for the others: at the top dose activity change, negative = inhibition, actives largely listed as inhibitors; actives 1.1% (n = 580,000); AID 1671190; note: potency is the fitted concentration of half-maximal effect; % is set by controls: 0 for no effect and ±100 for the full control effect
# Target sequence (P18054 whole entry, looked up): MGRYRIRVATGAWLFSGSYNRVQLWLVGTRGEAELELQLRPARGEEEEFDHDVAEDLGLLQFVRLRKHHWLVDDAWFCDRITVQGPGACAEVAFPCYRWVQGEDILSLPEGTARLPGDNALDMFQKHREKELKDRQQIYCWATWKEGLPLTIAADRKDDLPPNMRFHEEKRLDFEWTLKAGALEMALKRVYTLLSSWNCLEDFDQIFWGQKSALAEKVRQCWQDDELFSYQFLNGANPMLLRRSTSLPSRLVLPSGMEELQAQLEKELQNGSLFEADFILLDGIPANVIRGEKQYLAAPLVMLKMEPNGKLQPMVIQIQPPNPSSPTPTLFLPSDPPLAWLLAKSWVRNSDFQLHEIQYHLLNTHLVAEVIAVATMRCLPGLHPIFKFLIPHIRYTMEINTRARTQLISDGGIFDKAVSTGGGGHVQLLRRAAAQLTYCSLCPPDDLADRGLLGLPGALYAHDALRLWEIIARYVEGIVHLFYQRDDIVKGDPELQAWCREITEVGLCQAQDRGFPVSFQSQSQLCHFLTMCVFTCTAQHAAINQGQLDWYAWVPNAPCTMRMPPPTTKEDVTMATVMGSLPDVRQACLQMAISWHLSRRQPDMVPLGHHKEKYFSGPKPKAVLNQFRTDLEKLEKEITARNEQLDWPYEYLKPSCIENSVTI
#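 Hydroperoxide product was detected by ferrous iron/xylenol orange as the 573 to 405 nm absorbance ratio. Arachidonic acid at 40 uM (final) was turned over for 30 min at room temperature by 150 nM human 12hLO, pH 7.0 Hepes buffer, after 15 min compound preincubation.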
# Vif-A3G inh: Vif-A3G binding inhibition | Q9HC16 | HeLa A3G-eYFP + Vif (tagged APOBEC3G with the HIV-1 protein that degrades it), YFP fluorescence, overnight | Potency, µM (doses to about 46.1 µM), for the others: top-dose activity, negative = active, actives largely listed as inhibitors | actives 0.076% (n = 410,000) | AID 602310;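 note: potency is the fitted concentration of half-maximal effect; % is set by controls: 0 for no effect and ±100 for the full control effect; nearly all actives have a fitted effect of over 60% in size; hits raise eYFP signal because A3G escapes Vif-driven loss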
#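 HeLa cells stably expressing Vif and C-terminally eYFP-tagged A3G, seeded overnight at 37 deg C, then exposed to compound by pintool overnight at 37 deg C. Rise in yellow fluorescence (Ex 488/Em 500-530, Acumen) marks blocked Vif-driven A3G degradation.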
# D2 antag: antagonists of human D2 dopamine receptor; P14416; HEK293 TREx D2 cells, calcium flux, dopamine EC80; inhibition, % at 10 µM; actives 2% (n = 340,000); AID 485344; in the data active = inhibition above about 30%; note: 0% is about no effect
# Target sequence (P14416 whole entry, looked up): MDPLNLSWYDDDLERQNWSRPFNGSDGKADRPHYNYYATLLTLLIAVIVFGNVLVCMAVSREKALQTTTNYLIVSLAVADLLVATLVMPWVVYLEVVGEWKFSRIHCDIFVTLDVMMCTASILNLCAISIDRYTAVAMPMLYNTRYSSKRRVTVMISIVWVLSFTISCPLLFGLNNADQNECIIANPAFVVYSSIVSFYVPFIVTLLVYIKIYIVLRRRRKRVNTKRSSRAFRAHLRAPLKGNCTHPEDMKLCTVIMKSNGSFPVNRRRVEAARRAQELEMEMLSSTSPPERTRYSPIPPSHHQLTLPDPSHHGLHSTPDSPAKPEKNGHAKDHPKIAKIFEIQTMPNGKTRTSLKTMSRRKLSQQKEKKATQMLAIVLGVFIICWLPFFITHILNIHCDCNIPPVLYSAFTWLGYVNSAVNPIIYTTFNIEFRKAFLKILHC
#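 Tetracycline-induced HEK293 TREx cells expressing D2 receptor forced-coupled to calcium signalling, loaded with no-wash calcium dye. Compounds added and calcium flux read 180 s, then dopamine added at EC80 and read a further 180 s.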
# D2 ag: agonists of human D2 dopamine receptor; P14416; HEK293 T-REx D2 cells, calcium flux agonist mode; activation, % at 2 µM; actives 0.53% (n = 340,000); AID 485358;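 active = activation over 3 SD above normal in the single-dose calcium agonist read, cut at about 30% in these data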; note: 0% is about no effect
#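 In this primary screen, compounds producing a positive calcium signal within 180 s of addition to tetracycline-induced, force-coupled HEK293 Trex D2 cells are flagged; cells are dye-loaded with a no-wash calcium kit beforehand.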
# RGS4 inhibitor: inhibitors of human regulator of G protein signaling 4. P49798. Transcreener GDP fluorescence polarization, RGS4-accelerated GTP hydrolysis. Potency, µM (titrated, usually from 114 µM), without a hit: top-dose activity change, negative = inhibition, actives largely listed as inhibitors. actives 0.039% (n = 390,000); note: potency is the fitted concentration of half-maximal effect; % is set by controls: 0 for no effect and ±100 for the full control effect; nearly all actives have a fitted effect of over 75% in size; some results filed as inactive show a strong effect at the top dose
#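 MLSMR compounds (23 nl, pin-transferred) preincubated 10 min at room temperature with a 500nM (2x) first reagent, then RGS4 at 900nM (2x) plus Transcreener GDP mix added; fluorescence polarization (620/688 nm) read before and after 90 min at 30 °C.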
# Numbers without * were called inactive; i = inactive; u = inconclusive; x = not tested or not shown; & = joins results of further samples; [ ] = remark or other dose. Unless noted, calls come from the whole dose curve; as a rule, active = well fitted curve in the direction sought with a large enough effect; inconclusive = small, poorly fitted or top-dose-only effect, or another doubt; inactive = no such curve, though single readings can be large; an effect the other way counts as inactive or inconclusive.
SMILES,LDHA block,ERG Ets-DNA blk,GRP78 ERSR act,Vif-APOBEC3F blk,ALOX12 inh,Vif-A3G inh,D2 antag,D2 ag,RGS4 inhibitor
CCc1ccccc1Nc1nc(N)nc(COC(=O)c2c(C)noc2C)n1,-4,-4%,-3%,-6%,-2%,-22%,11,0.7,5%
O=C(Nc1ccccc1F)N(Cc1ccc(F)cc1)Cc1nc2ccccc2c(=O)[nH]1,-4,7%,-4%,13%,18%,2%,-6,1.5,30%
CCCCNC(=O)c1cc(C)nc2ccccc12,-1,-21%,2%,-2%,0%,1%,4,0.3,6%
CC1=NN(c2ccccc2)C(=O)C1N=Nc1cccc(O)c1 (configuration not stated),0,-3%,-6%,11%,-10%,-1%,-11,0.1,-28%
Cc1nc(NC(=O)c2ccc(Br)o2)ccc1Br,-14,9%,7%,-2%,u,3%,-12,-1.9,43%
C=CCn1c(CNC(=O)CCC)nc2ccccc21,-1,8%,-3%,-5%,1%,0%,x,x,-8%
COc1cc(/C=N/NC(=S)NCc2ccco2)cc(OC)c1OC,-9,0%,-1%,0%,u,-1%,-3,-1.0,-27%
NC(=O)COC(=O)CCCc1c[nH]c2ccccc12,-5,2%,-3%,-2%,-3%,-1%,-7,0.8,-3%
CC(C)CC(NC(=O)COc1ccccc1)C(=O)O (configuration not stated),0,-1%,-4%,6%,-7%,-2%,6,0.0,26%
Cc1cc(C)cc(NC(=O)CS(=O)(=O)c2ccccc2)c1,2,-7%,-2%,1%,8%,0%,3,0.8,9%
Cc1ccsc1/C=N/NC(=O)c1ccc2ccccc2c1,-1,2%,0%,-11%,0%,u,41*,0.5,-12%
CCCc1nnc(NC(=O)CSc2nnc3c4ccccc4n(CC)c3n2)s1,0,-8%,0%,4%,-14%,6%,x,0.4,-6%
Cc1ccc(C(=O)NC(=S)Nc2ccccc2C(F)(F)F)c(C)c1,-3,1%,-1%,-3%,84%,2%,4,-0.3,-5%
Cc1noc(C)c1COC(=O)c1csc2c1CCC(C)C2 (configuration not stated),4,x,-5%,-2%,-28%,-3%,17,0.1,-21%
CN(CCOc1ccc(Br)cc1)CC(O)c1ccccc1 (configuration not stated),-15,4%,-3%,-12%,-11%,3%,8,-0.3,1%
O=C(CNC(=O)c1cccc(Br)c1)NCCc1nc2ccccc2[nH]1,-5,-1%,-3%,0%,24%,0%,-45,0.6,21%
O=C(NC1CCCCC1)C1CC(=O)N(c2ccc(Cl)cc2)C1 (configuration not stated),0,-2%,-3%,-1%,485%[activator],3%,3,-0.9,18%
O=C(CN1C(=O)NC2(CCCCCCC2)C1=O)Nc1ccc(OC(F)F)cc1,0,x,-1%,-13%,i,0%,x,x,-51%
Cn1cccc1-c1nc2ccc(NC(=O)c3ccc([N+](=O)[O-])cc3)cc2[nH]1,-5,-6%,-5%,-8%,0%,-1%,8,0.7,29%
COc1ccc(CC(=O)OCC(=O)N(C)C2CCS(=O)(=O)C2)cc1OC (configuration not stated),-2,-9%,-4%,0%,-16%,0%,13,1.1,-6%
COc1ccc(NC(=O)Cn2c3ccc(OC)cc3c3nc4n(c(=O)c32)CCS4)cc1,-11,-4%,-4%,-14%,-2%,3%,17,-0.2,4%
CN(C)c1ccc(-c2nn3c(-c4ccccc4Cl)nnc3s2)cc1,8,5%,-4%,-5%,-18%,u,-15,-0.2,u
COc1ccc(Sc2nc3ccccc3n3c(C(F)(F)F)nnc23)cc1,0,-1%,-1%,-8%,u,-1%,-6,-0.3,-6%
CCOc1c(OC(C)=O)ccc(/C=C2\N=C(SCC)SC2=O)c1[N+](=O)[O-],-5,-3%,5%,6%,u,0%,17,0.5,u
COCCCNC(=O)c1c(NC(=O)c2cccs2)sc2c1CCCC2,-5,-5%,-12%,-1%,-14%,2%,18,-0.2,7%

# Continued; it opens with the four that closed the last part.
SMILES,LDHA block,ERG Ets-DNA blk,GRP78 ERSR act,Vif-APOBEC3F blk,ALOX12 inh,Vif-A3G inh,D2 antag,D2 ag,RGS4 inhibitor
CN(C)c1ccc(-c2nn3c(-c4ccccc4Cl)nnc3s2)cc1,8,5%,-4%,-5%,-18%,u,-15,-0.2,u
COc1ccc(Sc2nc3ccccc3n3c(C(F)(F)F)nnc23)cc1,0,-1%,-1%,-8%,u,-1%,-6,-0.3,-6%
CCOc1c(OC(C)=O)ccc(/C=C2\N=C(SCC)SC2=O)c1[N+](=O)[O-],-5,-3%,5%,6%,u,0%,17,0.5,u
COCCCNC(=O)c1c(NC(=O)c2cccs2)sc2c1CCCC2,-5,-5%,-12%,-1%,-14%,2%,18,-0.2,7%
CCC(C)N(C(=O)CSc1ncnc2c1cnn2-c1ccccc1)C1CCS(=O)(=O)C1 (configuration not stated),-4,-8%,-4%,3%,-1%,0%,2,-0.3,6%
CC(C)CCNC(=O)C(c1ccc(O)cc1)N(C(=O)C1COc2ccccc2O1)c1cccc(O)c1 (configuration not stated),1,13%[15.4 µM],-6%,-5%,u,-5%,22,-2.7,u
Cc1nn(-c2ccccc2)c(C)c1NC(=O)COC(=O)/C=C/c1ccccc1,-6,8%,-3%,-8%,1%,1%,-6,-0.1,-31%
CC(C)n1cnc2c(=S)nc[nH]c21,3,2%,-6%,-7%,-28%,1%,-11,1.5,-76%
Cc1cc(/C=C2/NC(=O)NC2=O)c(C)n1-c1sc2c(c1C#N)CCCC2,-5,0%,-9%,12%,u,2%,-3,24,-27%
COc1cccc(NC(=O)CN(C)C(=O)CCNS(=O)(=O)c2ccc(C)cc2)c1,-11,-2%,-6%,7%,180%[activator],1%,16,-0.3,16%
O=c1cc(Nc2ccc3c(c2)OCO3)[nH]c(=O)n1-c1ccc(Br)cc1,7,x,0%,2%,18%,-10%,3,-0.4,-9%
CCOC(=O)Cc1csc(NC(=O)CSc2nc(=O)[nH]c3c2CCCC3)n1,-5,-5%,-3%,0%,-54%,-1%,x,x,8%
Nc1ccccc1C(=O)NNC(=O)C(=O)/C=C(\O)c1ccccc1,0,4%,4%,-9%,0%,-5%,10,0.4,3%
C#CCNC(=O)C1=C[C@@H](C2CCCCC2)[C@H](CCCO)[C@@H](OCC)O1,0,10%,-4%,1%,0%,-6%,-4,-0.6,1%
CCC(C(=O)Nc1ccncc1)c1ccccc1 (configuration not stated),-7,-1%,-4%,-4%,10%,-1%,x,x,-21%
COC(=O)c1[nH]c2ccc(Cl)cc2c1NC(=O)CCN1CCN(C2CCCCC2)CC1,-1,-2%,-2%,-3%,-4%,0%,-3,-0.7,-8%
CC(C)CN(C(=O)CSc1nnnn1C)C1CCS(=O)(=O)C1 (configuration not stated),-12,3%,-4%,-2%,-2%,0%,x,x,19%
COc1ccc(OC)c(C(O)CNC(=O)CN)c1 (configuration not stated),-4,4%,3%&-5%,-7%,-1%,-3%,0,-0.3,16%
Cc1ccc(NC2CCCN(C(=O)c3ccccn3)C2)cc1C (configuration not stated),3,-9%,-7%,-11%,-2%,0%,6,0.4,-6%
O=C(NC(NCc1ccccn1)(C(F)(F)F)C(F)(F)F)c1ccco1,14,-1%,-2%,-2%,9%,1%,5,0.7,4%
Cc1ccccc1OCC(=O)N1CCCc2ccccc21,2,2%,6%,-9%,-6%,-3%,-20,-0.2,-4%
CCCS(=O)(=O)N1CC(=O)N(c2cccc(Cl)c2)C(C)(C(=O)NC2CCCCC2)C1 (configuration not stated),-10,1%,-3%,3%,-30%,-1%,x,0.5,-12%
C/C(N)=C(/C#N)C(=O)COC(=O)c1ccccc1O,2,-2%,2%,9%,2%,-6%,7,0.0,-15%
COc1ccc(-n2c(C)cc(C(=O)Cn3nc(C(=O)O)c4ccccc4c3=O)c2C)cc1,0,-4%,-2%,0%,u,-1%,-4,-0.4,-3%
Cn1c(SCC(=O)Nc2ccc(F)cc2)nc2c([nH]c3ccccc32)c1=O,-11&3,-9%&-6%,u,-3%&-18%,u,0%&0%,23,0.4&-0.8,16%&-31%
O=C(CNC(=O)c1ccc(Cl)cc1Cl)OCc1cn2cc(Br)ccc2n1,-8,-13%,-5%,7%,-6%,2%,x,x,-9%
O=C(N1CCOCC1)C1(S(=O)(=O)c2ccccc2)CC=CC1,-13,4%,0%,4%,1%,2%,4,-0.3,-14%
Cc1ccc(C)c(-c2nnc(NC(=O)CCS(=O)(=O)c3ccccc3)o2)c1,0,-12%,-4%,-6%,8%,-11%,x,x,-13%
O=C(O)CC1(CC(=O)Nc2nccs2)CCCCC1,-1,4%,-4%,0%,0%,-9%,x,x,u
O=C(CC(c1ccccc1)c1cc(Cl)ccc1O)N1CCCC1 (configuration not stated),12,-3%,0%,-11%,7%,0%,18,-2.1,-26%
O=C1c2oc3ccccc3c(=O)c2C(c2cccc(Br)c2)N1c1ccccn1 (configuration not stated),-6,2%,-2%,2%,2%,2%,x,0.7,-11%
Cc1cccc(-c2nc3scc(CCNS(=O)(=O)c4ccc(Oc5ccccc5)cc4)n3n2)c1,2,1%,-5%,-8%,-24%,2%,x,0.6,24%
O=c1c2ccccc2ncn1CCOc1ccccc1[N+](=O)[O-],-5,4%,-4%,1%,-8%,-3%,1,0.2,-43%

# Screens (PubChem)

# An excerpt; rates above refer to the full screens.
